High-throughput results: PubChem BioAssay, National Center for Advancing Translational Sciences (NCATS)
AMA1 RON2 block = inhibitors of Plasmodium falciparum AMA1-RON2 interaction; AID 720542; Potency, µM (highest dose often 58.2 µM), without a hit: top-dose activity change, negative = inhibition, most hits filed as inhibitors; AlphaScreen AMA1-biotinylated RON2 peptide binding; actives 0.2% (n = 360,000); active = well fitted inhibition curve with a large enough effect; inconclusive = small, poorly fitted or top-dose-only effect; inactive = no such curve, though single readings can be large or run the other way;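 note: potency is the fitted concentration of half-maximal effect; 0% = vehicle wells and -100% = peptide control; nearly all actives have a fitted effect of over 45% in size; some results filed as inactive show a strong effect at the top dose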
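AMA1 (3D7) with his tag at 25 nM final met compounds first, then biotinylated RON2 peptide at 25 nM; detection used donor plus acceptor beads, 10 µg/mL apiece, read by AlphaScreen after 30 min at room temperature.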
HCMV inh = human cytomegalovirus inhibition; HFF cells, HCMV-luciferase reporter, 72 h; stronger effect = lower value; actives 4.5% (n = 410,000); AID 1259415; activity change, negative = inhibition, % at 57.5 µM; in the data active = activity change below about -60%; inconclusive = no clear call, values can overlap the other calls; inactive = above about -39%
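Two-dose cell screen: HFF monolayers treated with compounds and infected with luciferase-expressing HCMV at 1 PFU/cell, 72 h at 37C, then lysed for luciferase measurement.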
Active calls of the source: *; ? = inconclusive; [ ] = dose if it differs, or a comment. Unless noted, % is set by controls: 0 for no effect and ±100 for the full control effect.

No. | canonical_smiles | AMA1 RON2 block | HCMV inh
1 | CCOC(=O)C1(C)CCCN(C(=O)c2cccc(C#N)c2)C1 (centres undefined) | -13% | 53
2 | CS(=O)(=O)N1CCCCC1c1cc(C(=O)NCc2ccccc2)no1 (centres undefined) | 0% | 10
3 | COCCNc1nc(-c2cc(F)ccc2C)c2sc(-c3ccccc3)cc2n1 | -2% | 12
4 | CN(C)c1ccc(CN2CCC(C(=O)NC(c3ccc(Cl)cc3)c3cnccn3)CC2)cc1 (centres undefined) | -25% | 3
5 | OC(c1ccc(Cl)c(F)c1)c1ncc(-c2ccccc2F)[nH]1 (centres undefined) | -26% | -16
6 | COc1cccc(C2CC(c3ccccc3Cl)Nc3ncnn32)c1 (centres undefined) | -19% | -6
7 | CCCCCCCCN1C(=O)[C@H](CC(=O)NCCC(C)C)C[C@@]2(C(=O)OC)CC(C)(C)CC=C12 | -16% | 39
8 | COc1ccc(C(=O)c2[nH]c(N)c(C(=O)NCCc3c[nH]c4ccccc34)c2-c2ccc(Cl)cc2)cc1 | 48%[activator] | 11
9 | Nc1c(Cl)cc(-c2csc(N3CCCC3c3nc4cc(Cl)c(N5CCCCC5)cc4n3CCOCCO)n2)cc1Cl (centres undefined) | 13% | -8
10 | COc1ccccc1C(=O)Nc1ccccc1C(=O)Nc1ccccc1 | -6% | -25
11 | COc1cc(NC(=O)CC(C)C)ccc1NC(=O)c1ccco1 | -1% | 38
12 | O=C(NNC(=O)c1cccc2ccccc12)c1cccc(Br)c1 | 40%[activator] | 4
13 | CCCC(=O)N1CCCC1(C)C(=O)Nc1cc(OC)c(OC)c(OC)c1 (centres undefined) | 0% | -16
14 | C[C@@H]1CN([C@H](C)CO)C(=O)CCCn2cc(nn2)CO[C@H]1CN(C)S(=O)(=O)c1ccccc1 | 4% | 26
15 | Oc1ccc(C=NNC(=S)Nc2ccc(F)cc2)c(O)c1 | -1% | 2
16 | CSc1cccc(NC(=O)C2CC(=O)N(c3ccc4c(c3)OCCO4)C2)c1 (centres undefined) | 5% | 11
17 | COc1ccc(Br)cc1C(=O)Nc1cccc(-c2nnc(-c3ccco3)o2)c1 | -5% | ?
18 | COC(=O)C1=C(c2ccc(S(C)(=O)=O)cc2)C[C@@H]2CC[C@H]1N2C(=O)NCCO | -2% | 60
19 | O=C1CSc2ccccc2N1 | -8% | 15
20 | O=[N+]([O-])c1ccc(C(=Nc2ccccc2)N2CC2)cc1 | -26% | -5
21 | O=C1CCCc2cc3c(cc21)CCCC3 | -9% | -3
22 | CC(C)C(=O)N1CCC1(C)C(=O)Nc1ccccc1OC(F)F (centres undefined) | 6% | 3
23 | O=[N+]([O-])c1cccnc1Oc1cc(Cl)c(Cl)cc1Cl | -25% | -12
24 | CCC(=O)N1CCCC1(C)C(=O)Nc1cccc(Oc2ccccc2)c1 (centres undefined) | 9% | 1
25 | COc1ccc(NC(=O)C2(C)Cc3c(-c4cccc(C(N)=O)c4)ccnc3O2)cc1OC (centres undefined) | -4% | 72
26 | COc1ccc(C(=O)N2CCC(C)(C(=O)O)C2)cc1OC (centres undefined) | 6% | -4
27 | CCCCN1CC(COc2ccccc2)Oc2cccc(F)c2S1(=O)=O (centres undefined) | 12% | -27
28 | CCOc1ccc(S(=O)(=O)N2CCN(C3CC(=O)N(c4cccc(C(C)=O)c4)C3=O)CC2)cc1 (centres undefined) | 1%[11.6 µM] | -8
29 | COc1ccc(S(=O)(=O)N2CCC[C@H]2C(=O)N2CCC[C@H]2C(=O)NCc2ccccc2)cc1C | 0% | 28
30 | CCC(=O)c1coc2ccc(O)cc12 | -10% | ?
31 | O=C1CC(c2ccccc2)Oc2ccc(Cl)cc21 (centres undefined) | 29% | 1
32 | COc1ccc(CN2C(=O)c3ccccc3C2c2nnnn2C(C)C)cc1 (centres undefined) | 3% | -3
33 | Cc1nc(-c2ccccc2)sc1C(=O)NS(=O)(=O)c1ccc(CN2CCN(c3ccccc3)CC2)cc1 | -16% | -5
34 | COCCN(C(=O)COC(=O)CCC1CCCCC1)c1c(N)n(Cc2ccccc2)c(=O)[nH]c1=O | -6% | -13
35 | CCNc1ncnc2[nH]ncc12 | -3% | -2
36 | CCOC(=O)C1CCCN(C(=O)c2cncc(Br)c2)CC1 (centres undefined) | -1% | 77
37 | O=C(NC1CCCCC1)C1c2ccccc2OCC(=O)N1CC(F)(F)F (centres undefined) | -8% | 0
38 | N#Cc1ccc(C(=O)Nc2cc(S(=O)(=O)N3CCOCC3)ccc2N2CCOCC2)cc1 | 4% | 84
39 | Cc1nc(N)nc(N)c1CCCc1ccc(Cl)c(Cl)c1 | -15% | -87*
40 | CC(C)c1ccc(CN2CCC(n3nccc3NC(=O)C3CCCC3)CC2)cc1 | -7% | -33
41 | CC[C@H](C)[C@@H](COC=O)NC(=O)[C@H]1O[C@@H](n2ccc(N)nc2=O)[C@H](O)[C@@H]1O | 20% | -19
42 | O=C1NCN(c2ccccc2)C12CCN(C(c1ccccc1OC(F)(F)F)c1nnnn1-c1ccc3c(c1)OCCO3)CC2 (centres undefined) | -18% | -10
43 | O=c1cc(CN2CCN(c3ccccc3)CC2)c2ccccc2o1 | -1% | ?
44 | Cc1ccc(NC(=S)NCc2ccccc2)cc1C | 12% | -35
45 | COc1ccc(-c2ccc3c(c2)c(Sc2ccccc2)c(-c2cc(OC)cc(OC)c2)n3C)cc1 | 20% | 0
46 | COc1cc2c(cc1OC)C(c1c(Cl)cccc1Cl)=NCC2 | 6% | -26
47 | CC(=O)N(c1ccccc1C)c1ccccc1C | 27% | -1
48 | O=C(NN=Cc1ccc2c(c1)CCC2)c1ccccc1[N+](=O)[O-] | -12% | -31
49 | Cc1ccc(NC(=O)C2CCN(S(=O)(=O)c3ccc(C(C)(C)C)cc3)CC2)cc1S(=O)(=O)N1CCOCC1 | -4% | -37
50 | CCS(=O)(=O)N1Cc2cc(C(=O)NCCOC)nc(-c3cccc(-c4ccncc4)c3)c2[C@H]1CCO | 1% | -7
51 | C[n+]1cccc(C(=O)O)c1 | -6% | 58
52 | CCN(CC)Cc1nc2nc(Cl)c(Cl)nc2[nH]1 | 53%[activator] | -16
53 | C[C@@H]1CN([C@@H](C)CO)C(=O)CCCn2cc(nn2)CO[C@H]1CN(C)S(=O)(=O)c1ccc2c(c1)OCCCO2 | -6% | -17
54 | CCOc1ccc(-c2ccc(C3=CC(=O)C[C@H](c4ccc(F)cc4)C3)cc2)cc1 | 10% | -17
55 | COC(=O)[C@@H]1ON2OCC(C)=C3CCCC[C@@]32[C@H]1C(=O)OC | -4% | 23
56 | COc1ccc(CNC(=O)CC[C@H]2O[C@@H](n3cnc4c(NC(=O)c5ccccc5)ncnc43)[C@H](O)[C@@H]2O)cc1 | -2% | 24
57 | O=C(O)CC1(C(=O)O)CC2C=CC1C2 (centres undefined) | 2% | 0
58 | CC(=O)CC1c2ccccc2C=C(c2ccsc2)N1c1ccc(-c2cccs2)cc1 (centres undefined) | 3% | -78*
59 | O=C(NCCc1ccccc1)C1C(=O)Nc2ccccc2C(=O)N1C1CCCCC1 (centres undefined) | -8% | 13
60 | Cc1cccc(C)c1NC(=O)C(c1ccc(C#N)cc1)n1c(=O)c(-c2ccco2)nc2ccccc21 (centres undefined) | 0% | -5

Next part:
No. | canonical_smiles | AMA1 RON2 block | HCMV inh
61 | O=S1(=O)CC(N2CCN(Cc3ccccc3F)CC2)CN1Cc1cn(Cc2ccc(Cl)cc2)nn1 (centres undefined) | -13% | -15
62 | COCCNC(=O)C1(C)CCN(C(=O)c2ccc(F)c(C)c2)C1 (centres undefined) | -4% | -22
63 | CC(=O)Nc1cccc(-c2ccnc3c2CC(C)(C(=O)Nc2ccc(F)c(Cl)c2)O3)c1 (centres undefined) | -3% | -21
64 | CN(Cc1ccccc1F)C(=O)c1ccc(NC(=O)CC2SC(N3CCCCC3)=NC2=O)cc1 (centres undefined) | 21%[11.6 µM] | ?
65 | O=C1NC(=S)S/C1=C\c1cccc([N+](=O)[O-])c1 | -3% | -25
66 | CNc1nc(NC)nc(NNC(=O)c2ccccc2)n1 | 39%[activator] | -36
67 | O=C(NCC(F)(F)F)C1C(=O)Nc2ccccc2C(=O)N1Cc1ccccc1 (centres undefined) | 3% | 13
68 | COc1ccc(C(=O)NCC(C)NC(=O)c2ccc(OC)c(Br)c2)cc1Br (centres undefined) | 9% | 51
69 | Cc1ccc(Nc2n[nH]c(=S)s2)c(C)c1 | 113%[activator] | -25
70 | COc1ccc(CN(C)CCCn2ccc(N)nc2=O)cc1OC | 6% | 5
71 | O=[N+]([O-])c1cc(Br)ccc1NS(=O)(=O)c1ccccc1 | -19% | -28
72 | O=C1NC[C@H](CCCCN2CCN(CC3CCCCC3)C(=O)C2=O)N(CCc2ccccc2)C1=O | -7% | 12
73 | CCc1nc2c(OCC=C(C)C)cccn2c1N(C)C(=O)c1ccc(OC)cc1 | 104%[activator] | 1
74 | O=C(Nc1ccc(C(=O)N2CCOCC2)cc1)Nc1cccc(C(F)(F)F)c1 | -4% | ?
75 | CN(C(=O)c1cccc(NC(=O)Cc2cccc(NC(=O)C3CCN(S(=O)(=O)c4cccc([N+](=O)[O-])c4)CC3)c2)c1)C1CC1 | -1% | -15
76 | O=C(NCCc1ccccc1F)C1C(=O)Nc2ccccc2C(=O)N1C1CCCCC1 (centres undefined) | 2% | -8
77 | CCCCN(C)c1c(C)nc2ccc(C(=O)NCc3ccc4c(c3)OCO4)cn12 | -26% | 6
78 | COCCNc1ncnc2c1ncn2[C@H]1CN(CCc2ccccc2)C[C@@H](CO)O1 | -1% | 9
79 | Cc1ccc(F)cc1C(=O)N1CCCCC1c1cc(C(=O)Nc2cccc(C#N)c2)no1 (centres undefined) | 1% | -18
80 | NC(=S)NN=C1Cc2cccc3cccc1c23 | 53%[activator] | 13
81 | Cc1ccc(C(=O)Nc2ncccc2C)o1 | -7% | -27
82 | CCOC(=O)C1=CCC(c2ccc(Cl)cc2)N(S(=O)(=O)c2ccc(C)cc2)C1 (centres undefined) | 14% | -23
83 | Cc1ccc([C@@H]2CC(=O)[C@@H]3CN(S(=O)(=O)c4ccc(C)cc4)[C@H](c4ccccc4)C[C@@H]3N2S(=O)(=O)c2ccc(C)cc2)cc1 | -2% | -3
84 | COC(=O)C[C@@H]1CC[C@@H](NS(=O)(=O)c2cccc(OC)c2)[C@@H](CO)O1 | -3% | 11
85 | O=S(=O)(NCc1ccc2c(c1)OCO2)c1ccc2oc3ccccc3c2c1 | -9% | -21
86 | O=C(Nc1nc(OCC(F)(F)F)cnc1/C=C\c1ccccc1)c1ccccc1 | 14% | -1

The list is partial (hit frequency here may not be typical).
